SENP8 block: inhibitors of human SENP8 protease; Q96LD8; recombinant SENP8, Nedd8 substrate fluorescence; inhibition, % at 20 µM; 0.64% of 360,000 active; AID 602440; in the data active = inhibition mostly above about 40%, no sharp cut-off; inactive = mostly below about 27%
SENP1 inh: inhibitors of human SENP1 SUMO protease catalytic domain; Q9P0U3; recombinant SENP1 catalytic domain, CyPet-SUMO1-YPet FRET cleavage; 0.21% of 360,000 active; inhibition, % at 10 µM;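 active = inhibition at least 30% at 10 µM, raw YFP signal under a set limit, fluorescence ratio 0.5 to 1.5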;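 also: 0% = enzyme with DMSO and 100% = no enzyme wells; some results filed as inactive read as strong as hits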
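Test system: human SENP1 catalytic domain; medium: Tris pH 8 buffer plus EDTA, NaCl, BME, BSA, NP40, catalase; incubation: 50 min reaction at room temperature; technique: FRET, CFP and YFP emission; controls: no-enzyme low control and enzyme-plus-DMSO high control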
ATG4B inhibitor: blocks human ATG4B protease cleavage of LC3 substrate; Q9Y4P1; ATG4B cleavage of LC3-PLA2, NBD-HPC fluorescence, 1 h; inhibition, % at 8.33 µM; 0.51% of 340,000 active; AID 504462; in the data active = inhibition above about 40%
MPTP inh: inhibitors of mitochondrial permeability transition pore. isolated mouse mitochondria, Ca2+ swelling absorbance, 30 min. inhibition, % at 10 µM. 1.4% of 360,000 active;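 active = inhibition of 50% or more, scaled per plate between neutral and stimulator controls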;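 also: 0% = DMSO wells given calcium and 100% = 1 mM EGTA wells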
hIAP act: increases human intestinal alkaline phosphatase activity; purified human IAP, CDP-Star luminescence, 30 min; stronger effect = higher value; 1 = vehicle-only enzyme, 0 = enzyme-free background; activation factor at 10 µM; 0.16% of 330,000 active; AID 2524;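 active = activation factor of the enzyme at least 2-fold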; also: the source names both 10 and 20 µM as test concentration; values of inactives mirror those of a sister screen read the other way
Target sequence (P09923 whole entry, looked up): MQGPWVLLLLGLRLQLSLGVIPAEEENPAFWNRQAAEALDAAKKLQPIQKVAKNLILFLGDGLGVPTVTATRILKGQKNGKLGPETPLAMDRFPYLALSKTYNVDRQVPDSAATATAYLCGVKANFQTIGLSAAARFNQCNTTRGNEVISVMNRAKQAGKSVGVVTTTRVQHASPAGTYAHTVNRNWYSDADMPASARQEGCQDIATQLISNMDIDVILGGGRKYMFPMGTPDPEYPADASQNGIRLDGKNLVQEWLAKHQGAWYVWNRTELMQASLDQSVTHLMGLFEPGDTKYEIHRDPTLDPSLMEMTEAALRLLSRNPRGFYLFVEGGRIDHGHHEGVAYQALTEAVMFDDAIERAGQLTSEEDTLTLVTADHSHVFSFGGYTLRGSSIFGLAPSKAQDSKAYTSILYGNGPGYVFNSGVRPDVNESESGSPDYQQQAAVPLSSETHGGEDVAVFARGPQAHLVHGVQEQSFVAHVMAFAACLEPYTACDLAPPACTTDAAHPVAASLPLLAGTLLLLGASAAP
PfG6PD inh: PfG6PD (Plasmodium falciparum) enzyme inhibition. 0.78% of 350,000 active. PfGluPho enzyme, NADPH resazurin-diaphorase fluorescence. AID 504690. inhibition, % at 20 µM;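 active = inhibition reaching at least a set limit at 20 µM in the primary screen, cut at about 59% in these data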;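 also: 0% = DMSO wells with substrate and 100% = DMSO wells lacking glucose-6-phosphate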
NR3A LBD binder: modulates the human NR3A ligand-binding domain. NR3A LBD differential scanning fluorimetry, Tm shift; 0% = protein alone, 100% = glycine-bound protein. Tm shift relative to glycine control, % at 25 µM. 2.5% of 340,000 active. AID 1259313;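 active = melting temperature shift of at least 10% of the positive control shift, at one fixed dose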
SENP6 inh: inhibitors of human SENP6 protease | Q9GZR1 | Recombinant SENP6 catalytic domain, aminoluciferin luminescence | inhibition, % at 10 µM | 1.8% of 330,000 active;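 active = inhibition above about 50% at the single tested dose, limit read from the data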;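 also: plate controls were DMSO wells with enzyme for no effect and DMSO wells lacking enzyme for full effect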
Target sequence (Q9GZR1 628-1112 limits assumed): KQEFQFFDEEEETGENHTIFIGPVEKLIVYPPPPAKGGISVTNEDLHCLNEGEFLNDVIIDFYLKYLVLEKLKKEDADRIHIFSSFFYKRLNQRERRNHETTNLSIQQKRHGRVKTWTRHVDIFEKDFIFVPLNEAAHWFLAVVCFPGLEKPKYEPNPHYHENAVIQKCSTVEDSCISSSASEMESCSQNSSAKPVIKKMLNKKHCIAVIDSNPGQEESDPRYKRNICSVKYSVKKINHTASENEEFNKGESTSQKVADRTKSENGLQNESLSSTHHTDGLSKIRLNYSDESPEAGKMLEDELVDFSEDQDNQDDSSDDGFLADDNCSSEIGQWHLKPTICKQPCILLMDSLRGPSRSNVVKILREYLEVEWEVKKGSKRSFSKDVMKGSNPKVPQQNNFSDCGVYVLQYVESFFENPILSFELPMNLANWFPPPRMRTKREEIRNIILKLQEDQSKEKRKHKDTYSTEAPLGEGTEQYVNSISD
An asterisk follows results filed as active; i = inactive; . = not tested or not shown.

SMILES	SENP8 block	SENP1 inh	ATG4B inhibitor	MPTP inh	hIAP act	PfG6PD inh	NR3A LBD binder	SENP6 inh
COc1ccc(NC(=O)CCC(=O)c2ccc(C(C)C)cc2)cc1	7	-1	-3	1.4	1.1	-8	2	-5
CC(=O)c1ccc(NC(=S)Nc2ccc3cn[nH]c3c2)cc1	-68	-18	-5	0.2	1	11	10*	11
O=C(Nc1c(-c2ccccc2)nc2ncccn12)c1cc2ccccc2oc1=O	-36	0	11	0.4	0.96	11	0	6
CCCc1c(C(=O)N/N=C/C(C)=C/c2ccco2)nnn1-c1nonc1N	-109	-10	-7	-0.6	1	17	16*	3
CCn1c(Cc2ccccc2)nnc1SCc1nc2ccccc2c(=O)[nH]1	8	-2	-1	-0.1	1	11	-1	1
COc1ccc(-c2nc3c(n2O)CCCC3=O)cc1OC	-492	0	-10	1.1	1.1	-3	1	-22
CCOc1cc(C(=O)N2CCC3(CC2)NCCc2[nH]cnc23)cc(OCC)c1OCC	0	0	3	-0.5	1.2	-10	-1	-9
CCN1C(=O)[C@H]2[C@@H](c3ccc(OC)cc3)N[C@]3(CCCN(Cc4cccn4C)C3=O)[C@H]2C1=O	13	0	.	-0.2	.	9	.	.
Cn1c(=O)c2cc(S(=O)(=O)NCCC(=O)Nc3ccc(F)cc3F)ccc2n(C)c1=O	0	1	0	-2.0	1.1	7	-4	5
COc1ccc(NC(=O)COC(=O)Cc2c[nH]c3ccccc23)cc1OC	2	6	-15	-2.3	0.92	7	-24	-7
COc1ccccc1/C=C/[C@@H]1C[C@H]2CN(Cc3cccc(Cl)c3)C(=O)[C@]23CCCN13	-4	-5	-10	3.6	0.95	-2	-1	-23
Cc1ccc(/C=N/NC(=O)c2nnn(-c3nonc3N)c2C(C)C)o1	-11	1	-7	-0.5	0.97	22	-3	-6
COc1ccc(CC(=O)NCC(=O)N/N=C/c2cc(Br)ccc2OC)cc1	-88	-63	-25	2.5	1.4	99*	-2	-7
C#CCOCCOCCOCCNc1nc(N2CCOCC2)nc(N2CCN(C(=O)[C@H](CCCCN)n3cc([C@@H](N)CC(C)C)nn3)CC2)n1	27	2	4	-0.4	0.86	-2	-1	-14
CCOc1ccc2[nH]c3c(=O)n(CCC4=CCCCC4)cnc3c2c1	-364	-6	1	2.0	1.1	13	0	-5
CCCN(CCC)CCCn1c(=O)[nH]c2ccccc21	14	0	-7	-0.1	1	-2	0	6
COc1ccccc1C(=O)NCC(=O)NC(C)CCc1ccccc1 (configuration not stated)	5	0	0	-0.3	1.2	-9	0	-3
O=C1Cn2c(nc3ccccc32)N1c1cccc(C(F)(F)F)c1	10	3	10	-1.2	1	-1	-3	0
CCOc1ccccc1NC(=O)Nc1c(C)n(-c2ccccc2)c(=O)n1C	11	2	-5	-1.5	0.91	2	-1	-6
CSc1ccc(CN(C)Cc2nc3ccccc3c(=O)[nH]2)cc1	25	-1	-5	1.6	1.1	-5	-1	6
CCn1c(COc2ccc(OC)cc2)nc2ccccc21	19	1	-6	-0.9	1.1	-4	-6	5
COc1cccc(NC(=O)Nc2nnc(-c3ccccc3SCc3ccccc3)s2)c1	-105	-2	-3	4.4	0.95	-16	7	9
Cc1ccc(C(=O)NCc2cccnc2)cc1S(=O)(=O)N1CCCCCC1	4	1	0	-1.2	0.95	12	-1	2
O=C(COC(=O)c1cc[n+]([O-])cc1)Nc1cccc(Br)c1	-19	-2	-3	-0.4	1.1	-9	-2	1
CNc1ncnc2c1ncn2[C@@H]1O[C@H](CO)[C@@H](O)[C@H]1O	-5	1	0	3.9	0.97	-20	3	9
COc1ccc(NS(=O)(=O)c2cc(NC(=O)C3=NN(c4ccccc4)C(=O)CC3)ccc2OC)cc1	6	1	-25	-1.6	1	-4	0	-13
CN(C)N=Nc1nc2c(c(=O)n(C)c(=O)n2C)n1C	9	0	-6	0.7	1.1	-2	0	-3
Cc1ccc2nc(-c3ccc(NS(=O)(=O)c4ccc(F)cc4)cc3)sc2c1	-395	-26	-1	25	0.98	-13	31*	20
CCOC(=O)C1CCN(C(=O)c2c(-c3c(F)cccc3Cl)noc2C)CC1	0	-1	-2	-2.0	1	-6	0	-21
CCOC(=O)/C(=C/c1ccccc1)NC(=O)c1ccco1	6	0	-2	-1.2	0.93	-2	-1	-18
CCOc1ccccc1NC(=O)CSc1n[nH]c(N)n1	2	1	-5	-2.5	1.1	-2	1	-10
O=C(c1ccc(F)cc1)N1CCC(c2ccccc2)C1 (configuration not stated)	28	2	-2	0.5	1.3	-7	0	-8
Cc1nc2ccc(S(=O)(=O)N(C)CC(=O)NCCc3ccccc3)cc2s1	13	2	-4	0.3	1.3	-18	3	-9
O=C(c1ccc(COc2ccccc2Cl)o1)N1N=C(C(F)F)CC1(O)C(F)F (configuration not stated)	0	1	15	30	0.94	3	1	-10
CCc1sc(C(=O)NC(C)C2CCCO2)cc1Br (configuration not stated)	16	0	0	-2.0	0.87	-8	0	-6
O=C(N/N=C\c1ccc(Sc2ccccn2)o1)c1cccc(Br)c1	-120	3	-16	-0.1	1	19	-4	-13
Clc1cccc(-c2ccc(-c3nc4ccccn4c3NCc3ccccc3)cc2)c1	i	-31	9	6.4	1.2	13	20*	0
CN1CCN(c2ccccc2NC(=O)c2cc(Br)ccc2Cl)CC1	24	-1	-2	-1.6	1.3	-15	-1	-13
O=C(NCc1ccccc1Cl)c1cccc(C(F)(F)F)c1	5	2	25	1.6	0.9	1	2	-9
O=C1CN(C(=S)NC(=O)c2ccc(-c3ccccc3)cc2)CCN1	8	1	-10	0.2	1.2	13	-1	-5
Cc1ccc(C)n1Cc1ccc(C(=O)O)cc1	-2	10	32	1.4	0.84	20	-1	-58
Cc1nc(NC(C)c2ccccc2)c2c3c(sc2n1)CCC3 (configuration not stated)	-12	-2	46*	9.3	0.96	-9	1	-9
COc1ccc(C2c3c(oc4ccccc4c3=O)C(=O)N2CC2CCCO2)cc1 (configuration not stated)	6	2	-6	0.5	1.2	-10	-1	-5
Cc1nc2nc(C)c(NS(=O)(=O)c3ccc(CC(C)C)cc3)c(=O)n2[nH]1	6	1	2	0.9	1	-31	0	8
Cc1ccc(S(=O)(=O)N2[C@@H](c3ccc(C(C)(C)C)cc3)C(C(=O)O)=CC[C@H]2c2cccc(Cl)c2)cc1	11	0	41*	1.7	1.1	-30	-1	10
O=C1c2cccc3c(N4CCCCC4)ccc(c23)C(=O)N1c1ccc(O)cc1	-30	-26	3	0.5	0.91	6	-8	-2
Cc1nnc(N)nc1C	6	1	4	1.8	0.93	-16	0	-1
CC1=C(C(=O)Nc2ccccc2C)C(c2ccc(C)o2)C2=C(CCCC2=O)N1 (configuration not stated)	-216	0	-6	-0.4	1	2	-20	-10
O=C(CCSc1nnc(-c2ccco2)o1)Nc1ccc(F)cc1	7	-1	-6	-1.7	0.98	-2	0	6
CC(C)(C)C1CCc2c(sc(NC(=O)c3cccs3)c2C(=O)N2CCCCC2)C1 (configuration not stated)	-29	0	-3	0.4	0.95	1	-5	5
Cc1onc(-c2ccccc2Cl)c1C(=O)NCCN1Cc2ccccc2C1=O	-1	-2	-10	1.0	1	11	2	-3
Cc1nnc(SCC(=O)Nc2ccc(N3CCN(S(C)(=O)=O)CC3)cc2)o1	12	0	-6	0.4	0.92	-1	-3	-4
CC1CN(Cc2cc(=O)[nH]c(C3CC3)n2)CC(C)O1 (configuration not stated)	26	-1	-13	-1.1	1.1	-2	-1	1
CCN(C(=O)CCC(=O)N(CC)c1ccccc1)c1ccccc1	25	0	-8	1.2	0.95	-7	1	2
COC(=O)COc1ccc2oc(=O)cc(-c3cc4ccccc4o3)c2c1	-163	-3	0	-1.7	1.3	-10	3	9
Cc1ccc(NC(=O)NC2(C(=O)NCc3ccccc3)CCCCC2)cc1	1	1	-8	5.0	0.81	6	-1	-12
COc1ncccc1-c1nnn(-c2ccccc2Br)n1	-2	1	-2	-0.1	0.95	15	0	15
O=C1NC(=Nc2ccccc2)S/C1=C\c1cccs1	17	-1	2	9.2	1.5	-10	-2	69*
O=[N+]([O-])c1cc(NCCO)c(N2CCCCCC2)c2nonc12	16	-28	-1	-0.4	0.84	-16	0	56*
O=C(COC(=O)COc1ccccc1)NC1CCS(=O)(=O)C1 (configuration not stated)	8	4	6	-1.9	0.88	-19	2	-7

Following part
SMILES	SENP8 block	SENP1 inh	ATG4B inhibitor	MPTP inh	hIAP act	PfG6PD inh	NR3A LBD binder	SENP6 inh
Cc1cccc(C(=O)N2CCC(=O)N(C(COCc3cccc(Cl)c3)Cc3ccccc3)CC2)c1 (configuration not stated)	2	1	9	-0.6	0.95	4	-4	0
COc1ccc(/C=N/NC(=O)c2ccco2)cc1COc1ccc(F)cc1	-33	0	1	-0.5	0.95	0	-24	-7
Cc1ccccc1-c1nnc(-c2ccc(Br)cc2)o1	2	1	2	0.7	0.99	-3	0	75*
COCCOC(=O)/C=C1/NC(=O)CS1	15	1	9	1.0	0.99	-9	-4	-18
O=C1c2ccccc2C(=O)N1Nc1ccccc1	24	1	0	0.6	1.1	4	-1	-19
CCOc1ccc(Br)cc1S(=O)(=O)NCCN1CCCC1	8	-1	-7	1.3	1.2	4	1	5
O=C(C[n+]1cccc(CNC(=O)c2ccc(OC(F)F)cc2)c1)c1ccccc1	14	1	-4	0.5	0.85	-11	-2	6
NC(=O)c1ccc(NC(=O)COC(=O)C2CC(=O)N(Cc3ccccc3)C2)cc1 (configuration not stated)	-1	0	-4	0.0	0.94	-3	0	-12

Among those listed so far, these have a Cl atom.
SMILES	SENP8 block	SENP1 inh	ATG4B inhibitor	MPTP inh	hIAP act	PfG6PD inh	NR3A LBD binder	SENP6 inh
COc1ccccc1/C=C/[C@@H]1C[C@H]2CN(Cc3cccc(Cl)c3)C(=O)[C@]23CCCN13	-4	-5	-10	3.6	0.95	-2	-1	-23
CCOC(=O)C1CCN(C(=O)c2c(-c3c(F)cccc3Cl)noc2C)CC1	0	-1	-2	-2.0	1	-6	0	-21
O=C(c1ccc(COc2ccccc2Cl)o1)N1N=C(C(F)F)CC1(O)C(F)F (configuration not stated)	0	1	15	30	0.94	3	1	-10
Clc1cccc(-c2ccc(-c3nc4ccccn4c3NCc3ccccc3)cc2)c1	i	-31	9	6.4	1.2	13	20*	0
CN1CCN(c2ccccc2NC(=O)c2cc(Br)ccc2Cl)CC1	24	-1	-2	-1.6	1.3	-15	-1	-13
O=C(NCc1ccccc1Cl)c1cccc(C(F)(F)F)c1	5	2	25	1.6	0.9	1	2	-9
Cc1ccc(S(=O)(=O)N2[C@@H](c3ccc(C(C)(C)C)cc3)C(C(=O)O)=CC[C@H]2c2cccc(Cl)c2)cc1	11	0	41*	1.7	1.1	-30	-1	10
Cc1onc(-c2ccccc2Cl)c1C(=O)NCCN1Cc2ccccc2C1=O	-1	-2	-10	1.0	1	11	2	-3
Cc1cccc(C(=O)N2CCC(=O)N(C(COCc3cccc(Cl)c3)Cc3ccccc3)CC2)c1 (configuration not stated)	2	1	9	-0.6	0.95	4	-4	0

Rows were taken by chance; any-hit rate near 6.7%.
